# Bioassay records: PubChem, National Center for Advancing Translational Sciences (NCATS)
# APE1 inh = inhibitors of human APE1 endonuclease; P27695; recombinant APE1, TAMRA/BHQ-2 abasic DNA cleavage fluorescence; Potency, µM (doses to about 65.8 µM), for the others: top-dose activity change, negative = inhibition, most hits filed as inhibitors; hit rate 0.35% among 350,000; AID 2517;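 further: plate controls were vehicle for no effect and reference inhibitor for full effect; nearly all actives have a fitted effect of over 55% in size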
#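 Incision of a quenched TAMRA/BHQ-2 THF abasic-site duplex (50 nM) by 0.75 nM APE1, after 15 min compound preincubation, measured as fluorescence increase over three 60 s reads. Values normalized to buffer, DMSO and NSC13755 control wells.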
# Pol kappa inh = DNA polymerase kappa (human) inhibition; hit rate 0.53% among 400,000; purified Pol kappa, fluorescent DNA synthesis assay, 10 min; Potency, µM (doses to about 107 µM), without a hit: at the top dose activity, negative = inhibition, hits mostly inhibitors; AID 588579; Q9UBT6; further: on the % scale 0 is the no-effect control and ±100 the full control effect
#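 10 nM Pol kappa was preincubated with compounds for 15 min at room temperature. Reaction started with 50 nM (final) substrate. Fluorescence read kinetically at 0 and 10 min.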
# Apoferritin bind = binds horse apoferritin like a general anesthetic | P02791 | apoferritin/1-aminoanthracene competitive binding, fluorescence | Potency, µM (top dose mostly 77.5 µM), without a hit: at the highest dose activity change, negative = displacement, actives largely listed as inhibitors | hit rate 0.074% among 350,000 | AID 485281; further: on the % scale 0 is the no-effect control and ±100 the full control effect; nearly all actives have a fitted effect of over 20% in size
# Target sequence (P02791 2-175 limits assumed): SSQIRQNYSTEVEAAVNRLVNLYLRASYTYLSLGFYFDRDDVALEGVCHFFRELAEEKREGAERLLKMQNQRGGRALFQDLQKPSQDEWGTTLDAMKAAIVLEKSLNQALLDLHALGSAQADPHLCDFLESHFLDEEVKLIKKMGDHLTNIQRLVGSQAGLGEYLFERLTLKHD
#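 Probe: 1-aminoanthracene (50% saturated, PBS). Protein: horse-spleen apoferritin, 10 uM. Incubation: 10 min, room temperature. Detection: 380 nm excitation, 535 nm emission. Analysis: normalized response, four-parameter Hill.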
# POLI inh = inhibitors of human DNA polymerase iota | hit rate 1% among 390,000 | Q9UNA4 | AID 588590 | Pol iota fluorescent replication assay, 10 min | Potency, µM (highest dose often 115 µM), for the others: at the top dose activity, negative = inhibition, hits mostly inhibitors
#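 Fluorescent replication assay read twice, at 0 min and 10 min after adding 50 nM (final) substrate. Enzyme (10 nM) and compounds were first incubated 15 min at room temperature; enzyme-free buffer wells were negative controls.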
# G9a inh = inhibitors of human histone lysine methyltransferase G9a; Q96KQ7; G9a H3K9 monomethylation, AlphaScreen, 2 h; Potency, µM (doses to about 102 µM), for inactives: top-dose activity, negative = inhibition, most hits filed as inhibitors; hit rate 8.8% among 350,000; AID 504332; further: on the % scale 0 is the no-effect control and ±100 the full control effect; nearly all actives have a fitted effect of over 75% in size
#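 Readings reflect AlphaScreen signal from monomethyl-H3K9 antibody detection. HMT at 20 nM; substrate b-H3K9 500 nM; cofactor SAM 20 uM; 2 h RT reaction; compounds tested as titrations in qHTS with 15 min preincubation.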
# BAZ2B inh = inhibitors of human BAZ2B bromodomain; Potency, µM (highest dose often 114 µM), inactives show at the top dose activity change, negative = inhibition, most hits filed as inhibitors; Q9UIF8; AID 504333; AlphaScreen BAZ2B-H3K14Ac peptide displacement; hit rate 4.4% among 360,000; further: on the % scale 0 is the no-effect control and ±100 the full control effect; nearly all actives have a fitted effect of over 60% in size
#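 BAZ2B 50 nM plus b-H3(5-23)K14Ac 50 nM, PBS pH 7.4/0.01% Tween-20, 30 min RT; compound added (max 110 uM), 30 min RT; streptavidin donor/Ni-chelate acceptor beads 10 ug/mL final, 20 min dark; AlphaScreen read.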
# BLM helicase inh = blocks DNA unwinding by human BLM helicase | Potency, µM (doses to about 56.1 µM), for the others: top-dose activity change, negative = inhibition, hits mostly inhibitors | recombinant BLM DNA unwinding, fluorescence dequenching | hit rate 0.2% among 350,000 | P54132 | AID 2528;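 further: plate controls were vehicle for no effect and no enzyme for full effect; nearly all actives have a fitted effect of over 35% in size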
# Pol beta inh = DNA polymerase beta (human) inhibition. hit rate 1.3% among 340,000. Potency, µM (doses to about 114 µM), without a hit: at the highest dose activity change, negative = inhibition, usual class: inhibitors. Pol beta primer extension/strand displacement, fluorescence kinetic. P06746. AID 485314; further: on the % scale 0 is the no-effect control and ±100 the full control effect
#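 Pol beta (10 nM) and compounds were preincubated 15 min at room temperature, then 50 nM substrate (final) started primer extension/strand displacement. Reads were taken at 0 and 10 min; concentration-response data were fitted to a four-parameter Hill equation.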
# POLH inh = DNA polymerase eta (human) inhibition. recombinant Pol eta, fluorescent DNA replication assay. hit rate 1.2% among 390,000. Potency, µM (doses to about 114 µM), for inactives: top-dose activity change, negative = inhibition, most hits filed as inhibitors. AID 588591. Q9Y253; further: on the % scale 0 is the no-effect control and ±100 the full control effect
# Target sequence (Q9Y253 whole entry, looked up): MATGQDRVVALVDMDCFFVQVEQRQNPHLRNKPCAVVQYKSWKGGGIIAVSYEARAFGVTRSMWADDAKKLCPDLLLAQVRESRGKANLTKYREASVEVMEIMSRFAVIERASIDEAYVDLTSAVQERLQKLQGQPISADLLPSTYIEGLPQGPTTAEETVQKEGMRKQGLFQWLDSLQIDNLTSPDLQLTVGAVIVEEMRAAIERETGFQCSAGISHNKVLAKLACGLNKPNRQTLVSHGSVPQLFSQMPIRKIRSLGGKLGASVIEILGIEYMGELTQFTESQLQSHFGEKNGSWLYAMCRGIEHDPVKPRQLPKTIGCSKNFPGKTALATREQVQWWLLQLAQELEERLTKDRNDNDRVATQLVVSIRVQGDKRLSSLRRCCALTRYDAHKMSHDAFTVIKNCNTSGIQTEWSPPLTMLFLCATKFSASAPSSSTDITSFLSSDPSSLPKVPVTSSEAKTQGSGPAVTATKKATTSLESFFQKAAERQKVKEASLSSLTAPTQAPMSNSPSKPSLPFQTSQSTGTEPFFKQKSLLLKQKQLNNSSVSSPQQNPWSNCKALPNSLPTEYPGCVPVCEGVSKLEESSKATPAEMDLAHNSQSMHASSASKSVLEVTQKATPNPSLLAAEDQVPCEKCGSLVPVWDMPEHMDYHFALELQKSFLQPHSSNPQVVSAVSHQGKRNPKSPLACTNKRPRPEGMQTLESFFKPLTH
#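 Fluorescent replication assay: 50 nM final substrate added after a 15 min room-temperature compound preincubation with 10 nM enzyme. Signal taken at 0 min and again at 10 min.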
# Numbers without * were called inactive; ? = inconclusive; / = not tested or not shown; & = joins results of further samples; [ ] = remark or other dose. The call rests on the fitted dose curve; in most records, active means well fitted curve in the direction sought with a large enough effect; inconclusive means small, poorly fitted or top-dose-only effect, or another doubt; inactive means no such curve, though single readings can be large; an effect the other way counts as inactive or inconclusive. Potency means the concentration at half of the fitted maximal effect. Only part of the results is shown, so the mix of outcomes need not match the whole.
1: CC1CCCN(S(=O)(=O)c2ccc3c(c2)c(=O)nc2ccccn23)C1 (stereo unspecified)
2: O=C(CCNC(=O)c1ccccc1)Nc1ccc(S(=O)(=O)Nc2ncccn2)cc1
3: Cc1cc(NC(=O)CSc2ncccc2C(=O)O)no1
4: Fc1cc(F)nc(NCc2ccccc2)n1
5: CSc1nc(-c2ccc(Cl)cc2)nn1S(=O)(=O)c1ccc(Cl)cc1
6: COc1ccc2c(c1OC)C(=O)N1C2SC(C)(C)[C@H]1C(=O)NC1CC1 (stereo partly specified)
7: C=CCOc1ccccc1C1NC(=O)NC(C)=C1C(=O)NCc1ccccc1 (stereo unspecified)
8: COC(=O)c1cc(=O)n(Cc2cccs2)c(=NCc2cccs2)s1

compound no.	1	2	3	4	5	6	7	8
BLM helicase inh	2%&-4%	/	1%	-3%	-9%	-1%	0%	-3%
Apoferritin bind	-6%&41%	/	0%	?	0%	-6%	-2%	-7%
Pol beta inh	21%&0%	/	10%	-8%	38%	16%	19%	16%
BAZ2B inh	10%&1%	/	-17%	13%	-4%	-8%	11%	-4%
POLH inh	2%&-9%	-8%	-13%	-20%	-4%	-23%	-10%	-11%
Pol kappa inh	-15%	2%	1%	2%	-2%	6%	-11%	-1%
G9a inh	18%&7%[59 µM]	/	/	25%	17%[59 µM]	3%	-13%	7%
APE1 inh	12%[12.4 µM]	25%	1%	41%[activator]	-4%	17%	5%	-2%
POLI inh	1%&14%	20%	83%[activator]	2%	1%	25%	20%	-2%[58.9 µM]

9: O=C(Oc1cccc(-n2cnnn2)c1)c1ccccc1Cl
10: Cc1cccc(CNc2ncnc3ccc(-c4cccnc4)cc23)c1
11: Cc1cccc(NC2=NC(=S)N(c3ccc(C(=O)O)cc3)C23CCCCC3)c1
12: CCOC(=O)CN(C(=O)CSc1nnc(-c2cccc(OC)c2)o1)c1ccc(F)cc1
13: COc1ccc(COC(=O)N/C=C/c2ccco2)cc1
14: Cc1ccc(SCC(=O)Nc2ccc(S(=O)(=O)Nc3ncccn3)cc2)cc1
15: CCCn1c(N)c(C(=O)CSc2nnc(-c3ccoc3C)n2C)c(=O)n(C)c1=O
16: COc1ccc(NC(=O)C/C(C)=N/NC(=O)C(=O)NC(C)C)c(OC)c1

compound no.	9	10	11	12	13	14	15	16
BLM helicase inh	-3%	8%	-2%	-1%	-7%	-5%	/	2%
Apoferritin bind	-11%	-6%	-12%	-18%	-12%	-9%	/	0%
Pol beta inh	28%	/	3%	1%	-25%	?	/	-10%
BAZ2B inh	-9%	-34%	-4%[57.1 µM]	-10%	-28%	-17%	-6%	?
POLH inh	-17%	9%	-4%	-9%	-22%	?	-7%	-6%
Pol kappa inh	-2%	1%	-23%	-4%	-13%	?	-5%	0%
G9a inh	/	3%[12.7 µM]	-2%	-1%	50µM*	45µM*	-9%[59 µM]	/
APE1 inh	-4%	-2%&17%&2%	-1%	-1%	0%	2%	-3%	20%
POLI inh	61%[activator]	17%	2%	-2%	?	?	1%	72%[activator]

17: COCCCNC(=O)c1ccc(C)c(-n2c(C)nc3cccnc32)c1
18: CCc1ccc(N2CC(C(=O)Nc3ccc(S(=O)(=O)NCC4CCCO4)cc3)CC2=O)cc1 (stereo unspecified)
19: CCCCN(C/C=C/c1ccccc1OC)Cc1ccccc1
20: CCN(CC(=O)Nc1c(F)cccc1F)C(=O)CCN1C(=O)c2cccc([N+](=O)[O-])c2C1=O
21: COC(=O)CSc1nc(N)c(C#N)c(CC(C)C)c1C#N
22: CCNC(=O)C(Sc1ccccc1)c1ccccc1 (stereo unspecified)
23: CCOC(=O)Cn1nnc(-c2ccccc2)n1
24: Cc1cc(Cl)c(S(=O)(=O)NCc2ccncc2)cc1OCC(N)=O

compound no.	17	18	19	20	21	22	23	24
BLM helicase inh	-1%	-4%	-3%	/	2%	2%	0%	0%
Apoferritin bind	-1%	-14%	-8%	/	-9%	-15%	3%	-4%
Pol beta inh	1%	?	23%	/	0%	5%	11%	-29%
BAZ2B inh	-11%	-11%	?	1%	3%	12%	6%	-6%
POLH inh	-11%	-6%	-25%	-16%	-16%	5%	7%	-16%
Pol kappa inh	-4%	-5%	-12%	-2%	-11%	-5%	-4%	-13%
G9a inh	-3%[59 µM]	-9%	18µM*	-30%	2%	21%[59 µM]	2%[59 µM]	-47%[59 µM]
APE1 inh	/	5%	15%	2%	-12%	14%	8%	5%
POLI inh	11%	?	95%[activator]	13%	14%	-22%	19%	-6%

# A draw from above in order of length of the SMILES, lowest first:
23: CCOC(=O)Cn1nnc(-c2ccccc2)n1
22: CCNC(=O)C(Sc1ccccc1)c1ccccc1 (stereo unspecified)
19: CCCCN(C/C=C/c1ccccc1OC)Cc1ccccc1
21: COC(=O)CSc1nc(N)c(C#N)c(CC(C)C)c1C#N
17: COCCCNC(=O)c1ccc(C)c(-n2c(C)nc3cccnc32)c1
15: CCCn1c(N)c(C(=O)CSc2nnc(-c3ccoc3C)n2C)c(=O)n(C)c1=O
18: CCc1ccc(N2CC(C(=O)Nc3ccc(S(=O)(=O)NCC4CCCO4)cc3)CC2=O)cc1 (stereo unspecified)

compound no.	23	22	19	21	17	15	18
BLM helicase inh	0%	2%	-3%	2%	-1%	/	-4%
Apoferritin bind	3%	-15%	-8%	-9%	-1%	/	-14%
Pol beta inh	11%	5%	23%	0%	1%	/	?
BAZ2B inh	6%	12%	?	3%	-11%	-6%	-11%
POLH inh	7%	5%	-25%	-16%	-11%	-7%	-6%
Pol kappa inh	-4%	-5%	-12%	-11%	-4%	-5%	-5%
G9a inh	2%[59 µM]	21%[59 µM]	18µM*	2%	-3%[59 µM]	-9%[59 µM]	-9%
APE1 inh	8%	14%	15%	-12%	/	-3%	5%
POLI inh	19%	-22%	95%[activator]	14%	11%	1%	?

# (listing goes on)
25: CC(C)CNc1cc(Cl)c(S(=O)(=O)NCC(C)C)cc1C(=O)O
26: CCCCCn1c(=O)[nH]c2cc(C(=O)NCc3ccccn3)ccc2c1=O
27: CN(CC(=O)NCC(=O)Nc1ccc(F)cc1)C1CCS(=O)(=O)C1 (stereo unspecified)
28: Cc1ccc(S(=O)(=O)N(C)CCCC(=O)N2CCN(C=O)CC2)cc1
29: Cc1ccc(C(=O)c2c3ccc(C(F)(F)F)cc3[n+]([O-])n2CCCC(N)=O)cc1
30: COc1c(C)cc(C(=O)C2CCCN(C(=O)c3cccc(-n4cccn4)c3)C2)cc1C (stereo unspecified)
31: CC1Cc2cc(/C(O)=C3/C(=O)C(=O)N(CCCn4ccnc4)C3c3cccnc3)ccc2O1 (stereo unspecified)
32: CSc1ccc(-c2nnn(CC(=O)NCc3ccccc3)n2)cc1

compound no.	25	26	27	28	29	30	31	32
BLM helicase inh	0%	-19%	/	0%	/	-5%	-7%	-3%
Apoferritin bind	0%	-3%	/	-7%	/	-16%	-10%	-4%
Pol beta inh	-6%	?	/	20%	/	-15%	26%	11%
BAZ2B inh	-26%	79µM*	8%	-7%	-3%	-3%	?	3%
POLH inh	-9%	0%	-10%	-15%	-7%	?	-5%	-4%
Pol kappa inh	-19%	-5%	2%	-6%	12%	-2%	-20%	-22%
G9a inh	-38%[12.7 µM]	40µM*	41%[activator][12.7 µM]	4%[12.7 µM]	25%[2.33 µM]	-31%[59 µM]	50µM*	4%[59 µM]
APE1 inh	-3%	-9%	23%	2%	-3%	1%	-2%	-3%
POLI inh	6%	11%	14%	18%	9%	39%[activator]	10%	-7%

33: CCn1c2ccccc2c2cc(CN3CCN(Cc4ccccc4Cl)CC3)ccc21
34: Cc1cc(C)n(Cc2nc3ccccc3n2C)n1
35: CC(C)CN(CC(C)C)S(=O)(=O)N1CCC(C(=O)NCCc2ccc(Cl)cc2)CC1
36: CCCCN1C(=S)NC[C@@H]1c1ccccc1
37: CS(=O)(=O)N1CCC(C(=O)NCc2ccc(Cl)cc2Cl)CC1
38: Cc1ccc(C)c(N(Cc2ccccc2F)S(C)(=O)=O)c1
39: Cc1ccc(-n2nc(C)c3c2OC(N)=C(C#N)C3c2ccoc2)cc1 (stereo unspecified)
40: CCOC(=O)COc1c(/C=N\OC)cc(Cl)cc1OC

compound no.	33	34	35	36	37	38	39	40
BLM helicase inh	-3%	-2%	-4%	-4%	-3%	-1%	-6%	-3%
Apoferritin bind	1%	2%	-23%	-9%	-3%	-3%	-21%	-17%
Pol beta inh	-5%	-6%	-1%	10%	-1%	-2%	28µM*	-14%
BAZ2B inh	50µM*	-4%	-3%	-13%	-2%	55%[activator]	?	69%[activator]
POLH inh	-11%	9%	-11%	-3%	-15%	1%	-1%	-14%
Pol kappa inh	4%	-7%	-5%	-16%	-4%	-6%	-17%	-7%
G9a inh	3.5µM*	2%[12.7 µM]	8%[59 µM]	11%[59 µM]	2%[59 µM]	17%[59 µM]	?	-1%
APE1 inh	/	12%	9%	-2%	3%	6%	?	0%
POLI inh	10%	7%	8%	-11%	56%[activator]	-9%	20µM*	51%[activator]

41: CCOCCCNC(=O)C1CCN(S(=O)(=O)N(CC(C)C)CC(C)C)CC1
42: Cn1c(SCc2ccc([N+](=O)[O-])cc2)nnc1-c1cccnc1
43: COC(=O)C(c1ccccc1)C(C(=O)OC)c1ccccc1 (stereo unspecified)
44: CC(C)[C@H](NS(=O)(=O)c1ccccc1)C(=O)OCC(=O)Nc1cccc(S(N)(=O)=O)c1

compound no.	41	42	43	44
BLM helicase inh	-1%	0%	-4%	/
Apoferritin bind	-12%	-5%	-3%	/
Pol beta inh	-1%	4%	0%	/
BAZ2B inh	-1%	-15%	7%	/
POLH inh	0%	-8%	-5%	-19%
Pol kappa inh	4%	8%	-3%	-10%
G9a inh	-5%[12.7 µM]	-40%	32%	/
APE1 inh	-5%	7%	7%	1%
POLI inh	21%	25%	-5%	59%[activator]
